Bioassay records from PubChem BioAssay.
RGS12 GoLoco inh – RGS12 GoLoco-Gai1 interaction inhibition; Potency, µM (doses to about 61.6 µM), for the others: top-dose activity, negative = inhibition, actives largely listed as inhibitors; P63096; hit rate 0.44% among 230,000; AID 880; Gai1:RGS12 GoLoco peptide FP, rhodamine, 10 min; active = well fitted inhibition curve with a large enough effect, not every such curve was filed as active; inactive = no such curve, though single readings can be large or run the other way; note: % is set by controls: 0 for no effect and ±100 for the full control effect; nearly all actives have a fitted effect of over 30% in size; many of its hits are not listed in these tables
Target sequence (P63096 whole entry, looked up): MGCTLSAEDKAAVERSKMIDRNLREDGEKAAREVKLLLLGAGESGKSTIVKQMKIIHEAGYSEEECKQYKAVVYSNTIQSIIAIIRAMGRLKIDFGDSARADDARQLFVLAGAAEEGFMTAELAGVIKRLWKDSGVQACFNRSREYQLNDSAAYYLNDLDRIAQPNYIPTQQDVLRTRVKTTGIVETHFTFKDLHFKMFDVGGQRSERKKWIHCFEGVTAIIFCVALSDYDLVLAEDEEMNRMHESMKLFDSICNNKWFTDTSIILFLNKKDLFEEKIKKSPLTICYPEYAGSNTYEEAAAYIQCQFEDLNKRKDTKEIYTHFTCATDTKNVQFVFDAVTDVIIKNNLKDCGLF
HttQ103 aggreg – reduces HttQ103-GFP aggregates in PC12 cells. Potency, µM (series often up to 46.1 µM), inactives show top-dose activity change, negative = inhibition, most hits filed as inhibitors. PC12 HttQ103-GFP aggregates, Acumen cytometry, 40 h. hit rate 1.1% among 220,000; note: % is set by controls: 0 for no effect and ±100 for the full control effect; nearly all actives have a fitted effect of over 60% in size
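Inducible Q103 Huntingtin exon 1–GFP PC12 line, 1500 cells/well in phenol red free DMEM with 5% equine and 5% calf serum. Tebufenozide 100 nM induced expression; compounds titrated; aggregates quantified by cytometry.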
GAA inh – alpha-glucosidase (human) inhibition; purified human GAA, 4-MU-alpha-glucoside fluorescence; hit rate 0.005% among 200,000; Potency, µM (doses to about 76.9 µM), without a hit: at the top dose activity change, negative = inhibition, hits mostly inhibitors; AID 1466;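 note: plate controls were uninhibited enzyme wells for no effect and no-enzyme background for full effect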
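AC50 values come from Hill fits of compound titrations (up to 77 uM) against 4 nM human enzyme. Substrate 4-methylumbelliferyl-alpha-D-pyranoside at 400 uM, pH 5.0 citrate buffer, 20 min room temperature; fluorescence Ex 365/Em 440 after alkaline stop.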
GAA glycogen mod – alters human alpha-glucosidase cleavage of glycogen; P10253; recombinant GAA, glycogen substrate, Amplex Red glucose oxidase fluorescence; Potency, µM (highest dose often 76.4 µM), for inactives: top-dose activity change, negative = inhibition, most hits filed as inhibitors; hit rate 0.38% among 300,000; AID 2100;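 note: 0% = full enzyme reaction and -100% = no-enzyme basal signal; the screen sought inhibitors and activators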
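Recombinant human alpha-glucosidase (4 nM final) hydrolysed bovine liver glycogen (30 ug) for 40 min at 37 C in pH 5.0 citrate/phosphate with 0.01% Tween-20. Released glucose detected by glucose oxidase/Amplex Red, Ex 573/Em 610 nm. Compounds up to 77 uM; AC50 from Hill fits.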
IMPase Li cell – cell-permeable IMPase inhibitors with lithium potentiation. CHO-M1 cells, IP1 TR-FRET (IP-One), carbachol + lithium. Potency, µM (top dose mostly 59.4 µM), inactives show at the highest dose activity, negative = IMPase inhibition, hits mostly inhibitors. hit rate 0.35% among 210,000. AID 1457;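 note: IP1 builds up when IMPase is blocked and the TR-FRET signal falls; plate controls were basal vehicle for no effect and high inhibitor control for full effect; nearly all actives have a fitted effect of over 50% in size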
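Readout is a homogeneous TR-FRET IP1 immunoassay (Ex 320, Em 665 and 620), where raised cytosolic IP1 lowers signal. Cells were CHO-M1 treated 30 min at 37C with test compounds plus a little lithium; AC50 values came from Hill-equation fitting.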
aGlu spleen mod – lysosomal alpha-glucosidase (human) modulation; P10253; human spleen homogenate, 4-MU-alpha-glucoside fluorescence; Potency, µM (top dose mostly 79.9 µM), without a hit: at the highest dose activity change, negative = inhibition, hits mostly inhibitors; hit rate 0.006% among 240,000; AID 2112;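 note: 0% = enzyme with vehicle and -100% = no enzyme basal signal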
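Human spleen homogenate (1 ug) with 4-methylumbelliferyl-alpha-D-glucopyranoside (1 mM final) in 50 mM citrate/phosphate pH 5.0, 0.01% Tween-20; 40 min at 37 C. Stopped at pH 10; 4-MU fluorescence Ex 365/Em 440 nm; AC50 by Hill fit.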
HTT cytoprotect – cytoprotection in Huntington HTT-Q103 PC12 cell model. PC12 HTT-Q103 induced, cytoprotection, ATP luminescence, 40 h. Potency, µM (titrated, usually from 56.4 µM), for the others: cytoprotection (ATP increase), actives largely listed as activators. hit rate 0.14% among 230,000;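 note: % of control where 0% means no effect; nearly all actives have a fitted effect of over 45% in size; toxic huntingtin expression switched on by the ecdysone agonist tebufenozide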
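Readout: ATPlite luminescence (ATP level). Model: stable PC12, inducible Htt exon1 Q103-GFP. Inducer: tebufenozide, 100 nM final. Compounds: dose series. No G418 in medium.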
An asterisk follows results filed as active; u = inconclusive; x = no result given; [ ] = remark or other dose. Unless noted, calls come from the whole dose curve; as a rule, active = well fitted curve in the direction sought with a large enough effect; inconclusive = small, poorly fitted or top-dose-only effect, or another doubt; inactive = no such curve, though single readings can be large; an effect the other way counts as inactive or inconclusive. Potency is the fitted concentration of half-maximal effect.

Start of the listing, in advance (9 entries):
Assay codes: A = RGS12 GoLoco inh; B = HttQ103 aggreg; C = GAA inh; D = GAA glycogen mod; E = IMPase Li cell; F = aGlu spleen mod; G = HTT cytoprotect
O=C(CCN1CCN(S(=O)(=O)c2ccc(Cl)cc2)CC1)Nc1ccccc1F
  A: 6.7%	B: 16.9%	C: -8.3%	D: 4.3%	E: 4.7%	F: -10.5%	G: -5.3%
O=c1[nH]c(-c2ccccn2)nc2ccccc12
  A: x	B: u	C: u	D: 1.9%	E: x	F: -6.0%	G: -49.7%[inhibitor]
O=C(Nc1ccc(O)cc1)C1CCCN1S(=O)(=O)c1ccc(F)cc1 (configuration not stated)
  A: -3.9%	B: -0.3%	C: 0.9%	D: -7.1%	E: 11.2%[38.3 µM]	F: -3.4%	G: 6.8%[10 µM]
C=CCn1c(SCc2cc(=O)n3cc(C)ccc3n2)nnc1-c1cccc(C)c1
  A: 8.0%	B: 3.3%	C: 3.3%	D: 1.0%	E: 21.2%	F: 2.8%	G: 16.1%[10 µM]
CCSc1ncc(/C=N/Nc2ccc(Cl)cc2)n1C
  A: 2.1%	B: u	C: u	D: u	E: 15.5%[38.3 µM]	F: -6.6%	G: -51.3%[inhibitor]
CCCCCCCC1CC(/C(C)=N/NC(N)=O)OC1=O (configuration not stated)
  A: -6.4%	B: -0.4%	C: -1.8%	D: 2.7%	E: -5.1%	F: 2.4%	G: x
Nn1cc(-c2ccccc2)nc1SCC(=O)NC1CCS(=O)(=O)C1 (configuration not stated)
  A: -1.0%	B: -1.8%	C: -0.8%	D: -6.1%	E: -11.2%[38.3 µM]	F: 2.8%	G: 0.8%
Cc1ccc2c(c1)sc1ncc(NC(=O)c3ccc(F)cc3)c(=O)n12
  A: 3.2%	B: 13.9%	C: 2.0%	D: -7.6%	E: -5.7%	F: 5.8%	G: -3.0%
CSCC[C@H](NC(=O)CCn1nnc2ccccc2c1=O)C(=O)O
  A: 4.0%	B: -10.1%	C: -4.9%	D: -2.0%	E: 0.4%[38.3 µM]	F: -0.8%	G: 24.7%

The list itself, previewed entries included:
Assay codes: A = RGS12 GoLoco inh; B = HttQ103 aggreg; C = GAA inh; D = GAA glycogen mod; E = IMPase Li cell; F = aGlu spleen mod; G = HTT cytoprotect
O=C(CCN1CCN(S(=O)(=O)c2ccc(Cl)cc2)CC1)Nc1ccccc1F
  A: 6.7%	B: 16.9%	C: -8.3%	D: 4.3%	E: 4.7%	F: -10.5%	G: -5.3%
O=c1[nH]c(-c2ccccn2)nc2ccccc12
  A: x	B: u	C: u	D: 1.9%	E: x	F: -6.0%	G: -49.7%[inhibitor]
O=C(Nc1ccc(O)cc1)C1CCCN1S(=O)(=O)c1ccc(F)cc1 (configuration not stated)
  A: -3.9%	B: -0.3%	C: 0.9%	D: -7.1%	E: 11.2%[38.3 µM]	F: -3.4%	G: 6.8%[10 µM]
C=CCn1c(SCc2cc(=O)n3cc(C)ccc3n2)nnc1-c1cccc(C)c1
  A: 8.0%	B: 3.3%	C: 3.3%	D: 1.0%	E: 21.2%	F: 2.8%	G: 16.1%[10 µM]
CCSc1ncc(/C=N/Nc2ccc(Cl)cc2)n1C
  A: 2.1%	B: u	C: u	D: u	E: 15.5%[38.3 µM]	F: -6.6%	G: -51.3%[inhibitor]
CCCCCCCC1CC(/C(C)=N/NC(N)=O)OC1=O (configuration not stated)
  A: -6.4%	B: -0.4%	C: -1.8%	D: 2.7%	E: -5.1%	F: 2.4%	G: x
Nn1cc(-c2ccccc2)nc1SCC(=O)NC1CCS(=O)(=O)C1 (configuration not stated)
  A: -1.0%	B: -1.8%	C: -0.8%	D: -6.1%	E: -11.2%[38.3 µM]	F: 2.8%	G: 0.8%
Cc1ccc2c(c1)sc1ncc(NC(=O)c3ccc(F)cc3)c(=O)n12
  A: 3.2%	B: 13.9%	C: 2.0%	D: -7.6%	E: -5.7%	F: 5.8%	G: -3.0%
CSCC[C@H](NC(=O)CCn1nnc2ccccc2c1=O)C(=O)O
  A: 4.0%	B: -10.1%	C: -4.9%	D: -2.0%	E: 0.4%[38.3 µM]	F: -0.8%	G: 24.7%
OCC(O)C(O)C(O)C(O)C(O)CO (configuration not stated)
  A: 2.3%	B: x	C: x	D: x	E: -2.9%	F: 5.7%	G: x
Cc1ccc(C(C(=O)NC2CCCCC2)N(CCC(C)C)C(=O)CNC(=O)c2ccco2)o1 (configuration not stated)
  A: -10.4%	B: 27.5%	C: -6.1%	D: 6.8%	E: 7.3%[38.3 µM]	F: -2.7%	G: -11.9%[10 µM]
CCOc1ccc(CN2CCNC(=O)C2CC(=O)NCCCn2ccnc2)cc1 (configuration not stated)
  A: -26.4%	B: -9.9%[9.22 µM]	C: x	D: -8.6%	E: 4.0%	F: 7.2%	G: -10.2%[10 µM]
CC(=O)Nc1c(O)nc(C)[nH]c1=O
  A: 1.4%	B: 4.1%[9.22 µM]	C: x	D: 10.0%	E: x	F: 5.0%	G: 9.3%[10 µM]
Oc1ccccc1-c1csc(-c2ccccc2)n1
  A: 20.3%	B: -19.9%	C: -6.9%	D: -7.5%	E: 19.3%	F: 12.1%	G: -31.0%[inhibitor]
C[C@H](N)C(=O)OCc1ccc([N+](=O)[O-])cc1
  A: 3.2%	B: 20.9%[9.22 µM]	C: x	D: 7.3%	E: x	F: 4.6%	G: 21.7%[10 µM]
CCCc1nc(-c2cc3ccc(C)cc3[nH]c2=O)no1
  A: 4.0%	B: 2.6%	C: u	D: 1.1%	E: -7.8%	F: 0.5%	G: -6.8%[10 µM]
COc1ccc(Oc2c(Cl)cnn(-c3ccccc3)c2=O)cc1
  A: 3.9%	B: -25.5%	C: 5.0%	D: 1.2%	E: 1.7%[38.3 µM]	F: -6.7%	G: -24.0%
COc1ccccc1-n1c(C)cc(SC)c(C(C)=O)c1=S
  A: 4.7%	B: 2.6%	C: -3.4%	D: 13.1%	E: 7.5%[38.3 µM]	F: -5.5%	G: -18.5%
Oc1ccc(NCc2ccccc2OCc2ccccc2)cc1
  A: -12.0%	B: 17.2%	C: -9.2%	D: u	E: 33.5%[activator]	F: -11.3%	G: x
COc1ccc2nc(N3C(=O)/C(=C/c4ccccc4)NC3=S)sc2c1
  A: 191.7%[activator]	B: u	C: u	D: 1.9%	E: 11.7%	F: -11.0%	G: 5.9%[10 µM]
Cc1ccnc(NS(=O)(=O)c2ccc(NC(=O)c3ccc(S(=O)(=O)N4CCCC4)cc3)cc2)n1
  A: 8.8%	B: 7.9%	C: -7.6%	D: 3.2%	E: -3.7%	F: 0.7%	G: -42.8%[inhibitor]
O=C1NC(=Nc2ccc(O)cc2)S/C1=C/c1ccco1
  A: 3.6%	B: -9.7%	C: -14.9%	D: 3.5%	E: -0.2%	F: 0.4%	G: -19.1%
COc1ccc(NC(=O)Nc2cccc(C)n2)cc1
  A: -9.6%	B: -1.3%	C: -2.3%	D: -7.2%	E: 24.5%[38.3 µM]	F: -3.3%	G: -18.4%[10 µM]
Cc1ccc(C2CC(c3ccc(F)cc3)Nc3nc(N)nn32)cc1 (configuration not stated)
  A: 10.0%	B: 13.2%	C: u	D: 7.4%	E: 4.9%	F: 3.2%	G: 11.8%
COC(=O)c1c(NC(=O)Cc2cccs2)sc2c1CCCC2
  A: 34.7%[activator]	B: u	C: -4.9%	D: -9.2%	E: 14.0%	F: -3.8%	G: -12.8%[10 µM]
O=C(Nc1ccc(Cl)cc1)N1CCSCC1
  A: 13.4%	B: -16.2%	C: 1.5%	D: 10.4%	E: -0.2%[38.3 µM]	F: -1.1%	G: -69.6%[inhibitor]
Cc1ccc(C)c(Nc2nc3c(S(=O)(=O)c4ccccc4)nnn3c3ccccc23)c1
  A: 4.5%	B: 8.3%	C: u	D: -7.1%	E: u	F: 5.4%	G: x
COc1ccc(-c2cc3nc(C)c(CCC(=O)NCc4ccco4)c(C)n3n2)c(OC)c1
  A: -10.9%	B: 27.2%	C: -4.6%	D: -1.9%	E: -6.8%	F: -0.6%	G: -3.6%[10 µM]
Cc1nn(C(C)(C)C)c(OC(=O)c2ccc(Br)o2)c1Sc1ccccc1
  A: -19.0%	B: 2.4%	C: 0.1%	D: 2.6%	E: 23.7%[38.3 µM]	F: -6.5%	G: 6.8%
Cn1c(NCc2cc(Br)ccc2O)nc2ccccc21
  A: -0.8%	B: u	C: 2.0%	D: -17.0%	E: 1.1%[38.3 µM]	F: -10.7%	G: 10.2%
Cn1c(=O)cc(SCC(=O)Nc2ccccn2)c2ccccc21
  A: x	B: 9.5%	C: -2.3%	D: 1.7%	E: x	F: -4.4%	G: -21.9%
CC(C)n1c(O)c(N=Nc2ccccn2)c2ccccc21
  A: -1.5%	B: -2.6%	C: -3.8%	D: 0.3%	E: 2.1%	F: 0.7%	G: -18.5%[10 µM]
COc1cc(C2CC(=O)c3cnc(N4CCN(Cc5ccccc5)CC4)nc3C2)cc(OC)c1OC (configuration not stated)
  A: 0.9%	B: u	C: -10.9%	D: 2.6%	E: 10.6%	F: -10.6%	G: -35.0%[10 µM]
Cc1c(Cc2c(C)n(C)n(-c3ccccc3)c2=O)c(=O)n(-c2ccccc2)n1C
  A: 7.1%	B: 21.0%	C: 0.6%	D: -1.2%	E: 1.2%	F: -1.5%	G: x

The list is partial; the hit share may differ from the screen's.
